Assay outcomes as filed in PubChem BioAssay.
ALOX12 inh: ALOX12 (human) lipoxygenase inhibition; Potency, µM (top dose mostly 108 µM), for inactives: top-dose activity change, negative = inhibition, most hits filed as inhibitors; P18054; 580,000 compounds, 1.1% hits; purified 12hLO, xylenol orange hydroperoxide absorbance; also: % is scaled to controls: 0 for no effect and ±100 for the full control effect
Target sequence (P18054 whole entry, looked up): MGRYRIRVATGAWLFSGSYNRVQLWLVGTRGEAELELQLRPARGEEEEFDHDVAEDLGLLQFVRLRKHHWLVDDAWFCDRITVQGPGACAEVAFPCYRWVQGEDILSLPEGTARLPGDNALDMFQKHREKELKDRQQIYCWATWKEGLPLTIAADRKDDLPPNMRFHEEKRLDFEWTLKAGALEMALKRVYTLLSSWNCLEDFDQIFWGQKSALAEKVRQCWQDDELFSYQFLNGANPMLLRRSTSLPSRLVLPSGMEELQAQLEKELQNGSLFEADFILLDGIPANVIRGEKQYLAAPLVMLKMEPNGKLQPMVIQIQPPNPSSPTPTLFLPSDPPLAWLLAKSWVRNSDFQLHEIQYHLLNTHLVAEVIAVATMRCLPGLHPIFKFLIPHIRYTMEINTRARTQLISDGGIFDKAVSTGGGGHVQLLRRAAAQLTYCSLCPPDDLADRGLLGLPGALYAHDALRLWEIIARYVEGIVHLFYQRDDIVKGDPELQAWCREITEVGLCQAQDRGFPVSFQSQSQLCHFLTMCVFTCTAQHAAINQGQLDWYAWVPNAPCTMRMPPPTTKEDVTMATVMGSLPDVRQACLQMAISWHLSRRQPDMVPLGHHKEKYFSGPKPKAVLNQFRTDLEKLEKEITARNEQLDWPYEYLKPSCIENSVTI
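Purified human 12hLO (150 nM final) in 25 mM Hepes, 0.01% Triton X-100, pH 7.0 was preincubated 15 min at room temperature with compound. Then 40 uM arachidonic acid was added, 30 min. Hydroperoxide was read by Fe-XO absorbance ratio 573/405 nm.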
RGS4 inh: blocks human RGS4-accelerated GTP hydrolysis; 390,000 compounds, 0.039% hits; P49798; Transcreener GDP fluorescence polarization, RGS4-accelerated GTP hydrolysis; Potency, µM (doses to about 114 µM), for inactives: at the top dose activity change, negative = inhibition, hits mostly inhibitors; AID 504845; also: % is scaled to controls: 0 for no effect and ±100 for the full control effect; nearly all actives have a fitted effect of over 75% in size; some results filed as inactive show a strong effect at the top dose
Target sequence (P49798 whole entry, looked up): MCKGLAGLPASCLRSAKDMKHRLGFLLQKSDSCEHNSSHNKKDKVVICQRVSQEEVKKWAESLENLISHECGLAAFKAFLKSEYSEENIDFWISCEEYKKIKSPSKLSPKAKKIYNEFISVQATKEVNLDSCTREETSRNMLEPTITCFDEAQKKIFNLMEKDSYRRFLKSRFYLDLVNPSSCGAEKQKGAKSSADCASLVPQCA
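MLSMR compounds (23 nl, pin-transferred) preincubated 10 min at room temperature with a 500nM (2x) first reagent, then RGS4 at 900nM (2x) plus Transcreener GDP mix added; fluorescence polarization (620/688 nm) read before and after 90 min at 30 °C.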
Vif-APOBEC3G blk: Vif-A3G binding inhibition | Potency, µM (highest dose often 46.1 µM), for the others: top-dose activity, negative = active, usual class: inhibitors | HeLa A3G-eYFP + Vif (tagged APOBEC3G with the HIV-1 protein that degrades it), YFP fluorescence, overnight | AID 602310 | 410,000 compounds, 0.076% hits | Q9HC16;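 also: % is scaled to controls: 0 for no effect and ±100 for the full control effect; nearly all actives have a fitted effect of over 60% in size; hits raise eYFP signal because A3G escapes Vif-driven loss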
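Read-out is eYFP fluorescence (Ex 488/Em 500-530) from Vif-expressing HeLa A3G-eYFP cells; more signal means A3G escaped Vif-mediated degradation. Cells plated overnight, compound pinned in, incubated overnight at 37 deg C.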
Vif-APOBEC3F blk: blocks the Vif interaction with APOBEC3F; Potency, µM (doses to about 46.1 µM), for inactives: at the top dose activity, negative = active; 390,000 compounds, 0.2% hits; HeLa A3F-eYFP + Vif (tagged APOBEC3F with the HIV-1 protein that degrades it), YFP fluorescence increase; also: % of control where 0% means no effect; nearly all actives have a fitted effect of over 65% in size
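HeLa cells stably expressing Vif plus C-terminally eYFP-tagged A3F were seeded, incubated overnight at 37 deg C, dosed with compound, incubated overnight again at 37 deg C. Yellow fluorescence (Ex 488/Em 500-530) reported blocked Vif-mediated A3F-eYFP degradation.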
mIDH1 inhibitor: blocks human mutant IDH1 R132H enzyme; O75874; IDH1-R132H enzyme, NADPH consumption, diaphorase/resazurin fluorescence; Potency, µM (doses to about 76.6 µM), without a hit: at the top dose activity change, negative = inhibition, actives largely listed as inhibitors; 390,000 compounds, 0.093% hits; AID 602179; also: % is scaled to controls: 0 for no effect and ±100 for the full control effect; nearly all actives have a fitted effect of over 65% in size
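IDH1-R132H (0.5 ug/mL dispensed) in pH 7.5 Tris buffer was preincubated 30 min with compound, then given a substrate mix of 0.016 mM NADPH and 2 mM alpha-KG for 80 min at room temperature; remaining NADPH was read by diaphorase/resazurin fluorescence.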
USP1-UAF1 inh: blocks the human USP1/UAF1 deubiquitinase complex; O94782; recombinant USP1/UAF1, Ub-Rhodamine cleavage fluorescence; Potency, µM (titrated, usually from 57.1 µM), for the others: at the top dose activity change, negative = inhibition, actives largely listed as inhibitors; 390,000 compounds, 0.23% hits; also: % is scaled to controls: 0 for no effect and ±100 for the full control effect; nearly all actives have a fitted effect of over 60% in size; inactives centre near -12
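USP1/UAF1 complex at 1 nM was preincubated with compound for 15 min at room temperature, then Ub-Rho substrate (150nM final) was added. Fluorescence (480/540 nm) was read kinetically, 6 reads every 60 seconds.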
rTrxR1 inhibitor: blocks rat thioredoxin reductase 1; recombinant rTrxR1, NADPH fluorescence consumption, selenite substrate; Potency, µM (series often up to 114 µM), for the others: at the highest dose activity change, negative = inhibition, actives largely listed as inhibitors; 390,000 compounds, 1% hits; AID 588453; also: % is scaled to controls: 0 for no effect and ±100 for the full control effect; nearly all actives have a fitted effect of over 65% in size
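Rat TrxR1 (90 nM in the dispensed reagent) was pre-reduced with 400 uM NADPH for 5 min at room temperature, then incubated with compound for 15 min. After 400 uM selenite was added, NADPH fluorescence (Ex 340/Em 450 nm) was followed for 8 min.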
RXFP1 agonist: activates the human relaxin receptor RXFP1; Q9HBX9; HEK293T-RXFP1 cAMP TR-FRET, 30 min; response scale: percent of porcine relaxin response, buffer zero; Potency, µM (series often up to 57.5 µM), without a hit: top-dose activation, hits mostly activators; 370,000 compounds, 0.3% hits; AID 2676; also: % is scaled to controls: 0 for no effect and ±100 for the full control effect; nearly all actives have a fitted effect of over 60% in size; many of its hits are not listed in these tables
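HEK293T cells stably expressing RXFP1 were pretreated with the PDE4 inhibitor Ro 20174, exposed to compounds for 30 min at 37C, lysed, and cAMP was read by TR-FRET. Data normalized to buffer (basal) and 29 nM porcine relaxin (100%).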
TrxR1 substrate: rat thioredoxin reductase 1 substrate activity | O89049 | purified TrxR1 substrate turnover, NADPH consumption readout | Potency, µM (titrated, usually from 114 µM), without a hit: at the top dose activity change, negative = substrate turnover | 390,000 compounds, 0.01% hits | AID 588456; also: % is scaled to controls: 0 for no effect and ±100 for the full control effect; nearly all actives have a fitted effect of over 50% in size
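Rat TrxR1, dispensed at 90 nM, was prereduced with 400 uM NADPH (final) for 5 min at ~22 deg C, then incubated with compound 15 min before 400 uM selenite. A first-read NADPH fluorescence drop versus no-compound background flagged substrates.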
An asterisk follows results filed as active; ? = inconclusive; . = not tested or not shown; & = joins results of further samples; [ ] = another dose, or the depositor's remark. Calls follow the shape of the dose curve; as a rule, active = well fitted curve in the direction sought with a large enough effect; inconclusive = small, poorly fitted or top-dose-only effect, or another doubt; inactive = no such curve, though single readings can be large; an effect the other way counts as inactive or inconclusive. Potency is read from the fitted curve at half-maximal effect. Only part of the results is shown; the hit share may differ from the screen's.

No.	smiles	ALOX12 inh	RGS4 inh	Vif-APOBEC3G blk	Vif-APOBEC3F blk	mIDH1 inhibitor
1	CCn1c(N)[n+](CC(=O)Nc2ccc(SC(F)F)cc2)c2ccccc21	?	-20%	-7%	10%	3%
2	Cc1nn(CC(=O)Nc2cccc(C(F)(F)F)c2)c(=O)c2cccn12	10%	-2%[11.4 µM]	-1%	-5%	0%
3	O=C(O)c1ccccc1NN=Cc1ccccc1	-1%	-13%	-21%	0%	-1%
4	CCCCCCc1c(C)c2ccc(OCC(=O)N3CCC[C@H]3C(=O)O)c(C)c2oc1=O	20%	?	-1%	9%	-10%
5	Cc1ccc(C)c(NC(=O)CCC(=O)NNC(=O)c2cccs2)c1	13%	2%	0%	-15%	-4%
6	Cc1ccc(C)c(CNS(=O)(=O)c2c(C)[nH]c(C)c2C(=O)N2CCCC2)c1	72%[activator]	16%	4%	-3%	-10%
7	Cc1ccc(-n2nc3c(N4CCC(C(=O)NCCc5cccs5)CC4)nnc(C)c3c2C)cc1	-11%	-17%	-15%	-8%	3%
8	COc1ccccc1-n1cnnc1SCC(=O)c1c[nH]c2ccccc12	-10%	-2%[11.4 µM]	-11%	1%	-5%
9	CN(/N=C\c1ccc(O)c(O)c1)c1nc(-c2ccccc2)cc(-c2ccccc2)n1	?	-41%	-3%	0%	-11%
10	C#CCn1ccc(O)c(Cc2ccccc2)c1=O	13%	-20%	4%	-15%	17%
11	COc1ccc(Nc2ncc(C(=O)N3CCN(c4ccccc4OC)CC3)c3ccccc23)cc1	-10%&-3%	21%&-16%	-3%&-4%	0%&-1%	1%&6%
12	CC(=O)N1c2c(cc(Br)cc2S(=O)(=O)N2CCN(c3cccc(Cl)c3)CC2)CC1C (stereo not given)	-22%	-2%	4%	10%	-1%
13	O=C(CSc1nc2nccnc2c(=O)n1CCc1c[nH]c2ccccc12)Nc1ccc(F)cc1	-19%	-20%	0%	2%	1%
14	CC(=O)Nc1ccc(S[C@@H](CCN2CC[C@H](O)CCC2=O)c2ccccc2)cc1	-23%	-11%	-6%&3%	0%	-1%
15	Cc1nc(-c2ccc(C)c(S(=O)(=O)N3CCC(C(=O)NCc4ccc(F)cc4)CC3)c2)no1	3%	8%	5%	5%	8%

No.	USP1-UAF1 inh	rTrxR1 inhibitor	RXFP1 agonist	TrxR1 substrate
1	-6%	17%	1.7%	6%
2	-20%	2%	7.9%	-4%
3	-10%	-10%	.	-12%
4	-4%	7%	0.9%	159%[activator]
5	2%	-11%	0.1%	-6%
6	-22%	20%	-0.4%	2%
7	-17%	30%	?	12%
8	-21%	19%	-0.3%	0%
9	-20%	-6%	-2.1%	-8%[57.1 µM]
10	-13%	1%[57.1 µM]	-2.5%	8%[57.1 µM]
11	-10%&-16%	28%&24%	-4.0%&2.1%	7%&29%
12	-4%	14%	-3.7%	-3%
13	-4%	11%	-2.0%	2%
14	17%	39%&35%[activator]	-3.5%	1%&3%
15	-11%	8%[57.1 µM]	-0.5%	-2%[57.1 µM]

Three entries drawn at random from those above, as already listed:
No.	smiles	ALOX12 inh	RGS4 inh	Vif-APOBEC3G blk	Vif-APOBEC3F blk	mIDH1 inhibitor
9	CN(/N=C\c1ccc(O)c(O)c1)c1nc(-c2ccccc2)cc(-c2ccccc2)n1	?	-41%	-3%	0%	-11%
1	CCn1c(N)[n+](CC(=O)Nc2ccc(SC(F)F)cc2)c2ccccc21	?	-20%	-7%	10%	3%
2	Cc1nn(CC(=O)Nc2cccc(C(F)(F)F)c2)c(=O)c2cccn12	10%	-2%[11.4 µM]	-1%	-5%	0%

No.	USP1-UAF1 inh	rTrxR1 inhibitor	RXFP1 agonist	TrxR1 substrate
9	-20%	-6%	-2.1%	-8%[57.1 µM]
1	-6%	17%	1.7%	6%
2	-20%	2%	7.9%	-4%

Later entries.
No.	smiles	ALOX12 inh	RGS4 inh	Vif-APOBEC3G blk	Vif-APOBEC3F blk	mIDH1 inhibitor
16	Cc1ccccc1C(=O)NC1CCN(C(=O)NCc2ccccc2)CC1	-18%	-42%	1%	-13%	2%
17	NS(=O)(=O)c1ccc(NC(=O)CSc2nnc(-c3ccc(O)cc3)o2)cc1	-12%	17%	5%	0%	0%
18	CC1CCCN(S(=O)(=O)c2ccc3c(c2)C(C)(C)C(=O)N3C)C1 (stereo not given)	.	4%	1%	-5%	13%
19	O=C(CCN1C(=O)c2ccccc2C1=O)c1ccccc1	1%	.	2%	0%	-2%
20	Cc1ccc(S(=O)(=O)N2C(=O)CCC2C(N)=O)cc1 (stereo not given)	16%	-3%	3%	-6%	4%
21	CCN(CC)C(=O)Cn1cc(S(=O)(=O)CC(=O)Nc2ccccc2F)c2ccccc21	402%[activator]	-13%	1%	-8%	1%
22	Cc1ccc(S(=O)(=O)N(C)CC(=O)Nc2cccc(C)n2)cc1	0%	1%	0%	-8%	10%
23	CC(CNC(=O)c1ccc2nc(Cc3ccccc3)oc2c1)c1ccccc1 (stereo not given)	5%	5%	-3%	-3%	21%
24	Fc1ccc(/C=N/NC(=S)Nc2cccnc2)cc1	?	-27%[56.9 µM]	-2%	?	10%
25	Cc1ccc(S(=O)(=O)N2CCOCC2)cc1NC(=O)COc1ccc(C(=O)c2ccccc2)cc1	196%[activator]	15%	1%	-1%	3%
26	COc1cccc2cc(-c3nnc(SCC(=O)NCCc4ccccc4)n3C)oc12	-16%	6%	-4%	6%	8%
27	CSc1ncccc1C(=O)OCC(=O)N(CC(C)C)C1CCS(=O)(=O)C1 (stereo not given)	0%	13%	-1%	-2%	1%
28	C/C(CCc1ccc2c(c1)OCO2)=N\NC(=O)c1ccccc1	1%	-13%	-3%	4%	-2%
29	CC(NC(=O)c1cc2c(cc1Cl)N1CCCCCC1=NS2(=O)=O)c1ccc(S(N)(=O)=O)cc1 (stereo not given)	-3%	12%	1%	3%	-3%
30	Cc1ccc(C)c2c3c([nH]c12)-c1nonc1CC3	0%	-8%	1%	1%	2%

No.	USP1-UAF1 inh	rTrxR1 inhibitor	RXFP1 agonist	TrxR1 substrate
16	-18%	11%[57.1 µM]	0.3%	7%[57.1 µM]
17	-15%	-16%	0.0%	-12%
18	-14%	5%[57.1 µM]	-0.4%	0%[57.1 µM]
19	-18%	.	.	.
20	-20%	-30%	0.7%	19%
21	-21%	-7%	.	-2%
22	-3%	-15%	1.6%	-2%
23	-30%	21%[57.1 µM]	1.6%	-1%[57.1 µM]
24	-21%	-1%	0.7%	-2%
25	-17%	12%	-3.0%	2%
26	-12%	8%	-1.1%	2%
27	-16%	-11%	0.7%	-7%
28	7%	3%[57.1 µM]	2.4%	-1%[57.1 µM]
29	-4%	15%	-0.6%	8%[57.1 µM]
30	-7%	-16%	3.2%	2%

The results go on:
No.	smiles	ALOX12 inh	RGS4 inh	Vif-APOBEC3G blk	Vif-APOBEC3F blk	mIDH1 inhibitor
31	CCNc1nc(NCC)nc(N(C#N)C(C)C)n1	-11%	1%	1%	3%	2%
32	CC1=C(CC[C@@H](C)CO)OC2CC3C4CCC5CC(O)CCC5(C)C4CC(=O)C3(C)C12 (stereo not given in full)	-11%	-16%	-15%	10%	2%
33	O=C(NCc1ccncc1)C(=O)NC1CC1	6%	9%	-1%	-10%	-3%
34	O=C1C2CCCCC2C(=O)N1c1cccc(OS(=O)(=O)c2ccccc2)c1 (stereo not given)	-3%	0%	0%	11%	7%
35	CCCCS(=O)(=O)CC(O)CSc1nc(-c2ccc(C)cc2)cc(-c2ccccc2)c1C#N (stereo not given)	-24%	?	0%	-5%	1%
36	CCn1ccc(=N)cc1	0%	24%	-4%	-2%	0%
37	COc1cc(OC)cc(C(=O)NNC(=S)NC2CC2)c1	-2%	-15%	1%	1%	3%
38	O=C(Nc1cc(Cl)ccc1-n1cncn1)c1ccco1	6%	-20%	-3%	-1%	7%
39	COc1cc(C(C)=O)ccc1OCCN1CCC(Cc2ccccc2)CC1	?	7%	2%	2%	-2%
40	CCN(CC(=O)Nc1c(F)cccc1F)C(=O)Cc1ccc(OC)c(S(=O)(=O)N2CCOCC2)c1	11%	1%	0%	7%	10%

No.	USP1-UAF1 inh	rTrxR1 inhibitor	RXFP1 agonist	TrxR1 substrate
31	1%	10%	0.7%	4%
32	-18%	11%	.	5%
33	2%	3%[57.1 µM]	2.2%	-4%
34	-4%	-15%	6.7%	-12%
35	0%	-3%	7.5%	-3%
36	-16%	8%[57.1 µM]	2.4%	4%[57.1 µM]
37	-12%	18%[57.1 µM]	-2.5%	10%[57.1 µM]
38	-11%	8%	.	1%
39	-2%	19%[57.1 µM]	0.0%	6%[57.1 µM]
40	-11%	-6%	-0.1%	-1%
